Compound activity from PubChem BioAssay.
Cneo AK release – Cryptococcus neoformans lysis via adenylate kinase release. lysis activity, % at 15 µM. AID 651654. C. neoformans lysis, adenylate kinase release luminescence, 4 h; normalised: neutral wells 0, clomiphene wells 100. actives 0.2% (n = 360,000);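 active means mean lysis activity across replicates of at least 80%, whatever share of replicates individually reach that level; inactive means mean lysis activity below 80%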
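Test system: log-phase Cryptococcus neoformans yeast cells. Input: 5 × 10^6 yeast cells/mL. Medium: fresh YPD growth medium. Doses: single dose. Incubation: static 4 h at 37 °C with compound, 1 h detection. Measured by: luminescent adenylate kinase detection reagent. Read-out: signal increase indicating cell lysis. Benchmarks: Clomiphene.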
SIRT5 inh – inhibitors of human sirtuin-5 desuccinylase; Q9NXA8; inhibition, % at 15 µM; AID 652115; Purified SirT5, succinyl-peptide AMC, trypsin-coupled fluorescence; actives 1.1% (n = 330,000); in the data active means inhibition above about 15%
Target sequence (Q9NXA8 whole entry, looked up): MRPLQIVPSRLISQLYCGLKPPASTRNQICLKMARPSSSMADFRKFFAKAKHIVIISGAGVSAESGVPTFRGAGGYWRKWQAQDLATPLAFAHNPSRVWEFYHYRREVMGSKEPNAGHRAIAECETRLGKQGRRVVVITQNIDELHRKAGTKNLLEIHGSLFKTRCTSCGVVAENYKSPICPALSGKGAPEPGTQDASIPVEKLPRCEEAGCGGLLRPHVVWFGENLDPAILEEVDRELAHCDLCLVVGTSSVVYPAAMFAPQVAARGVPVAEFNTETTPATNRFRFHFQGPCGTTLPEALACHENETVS
Statin myotox sup – suppressors of simvastatin-induced myotoxicity in C2C12 myotubes; ATP luminescence, 48 h; scaled: DMSO 0, geranylgeraniol control 100; rescue of ATP level, % at 7.49 µM; actives 0.78% (n = 330,000); AID 602340;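 active means mean ATP rescue above about 67%, or every replicate alone reaching that limit, limit read from the data, passing the limit was not always enough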;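 further: myotubes were challenged with 10 µM simvastatin during compound exposure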
ERp5 inh – ERp5 (human) disulfide isomerase inhibition. Q15084. ERp5 insulin aggregation, absorbance 650 nm, 90 min. inhibition, % at 9.99 µM. actives 0.05% (n = 350,000);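 active means mean replicate inhibition above about 25%, with every replicate also reaching it, limit read from the data, passing the limit was not always enough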
Target sequence (Q15084 whole entry, looked up): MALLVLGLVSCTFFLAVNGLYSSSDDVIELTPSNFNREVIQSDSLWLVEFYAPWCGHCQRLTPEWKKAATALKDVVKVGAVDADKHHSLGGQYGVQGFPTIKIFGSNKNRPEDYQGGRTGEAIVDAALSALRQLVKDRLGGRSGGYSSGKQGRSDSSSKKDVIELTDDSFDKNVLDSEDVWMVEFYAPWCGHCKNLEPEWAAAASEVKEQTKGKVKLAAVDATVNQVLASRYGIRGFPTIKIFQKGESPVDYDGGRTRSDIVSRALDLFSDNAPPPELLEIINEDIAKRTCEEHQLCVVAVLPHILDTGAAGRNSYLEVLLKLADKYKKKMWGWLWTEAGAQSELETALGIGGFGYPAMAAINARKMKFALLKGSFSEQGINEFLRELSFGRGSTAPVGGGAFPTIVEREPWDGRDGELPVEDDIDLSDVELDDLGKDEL
ARNT-TACC3 inh – ARNT/TACC3 interaction disruption; Q9Y6A5; actives 0.66% (n = 390,000); AlphaScreen His-ARNT PAS-B/GST-TACC3 binding, luminescence; TACC3 fragment carries E629A point mutation; inhibition, % at 9.99 µM;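 active means mean inhibition of replicates at least 50% and at least half of replicates each reaching 50%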;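 further: 0% = complete ARNT plus TACC3 wells and 100% = ARNT alone without TACC3; many hits fall short of the cut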
esBAF inh – inhibitors of esBAF chromatin remodeling in mouse ES cells. Bmi1-luciferase knock-in reporter, 24 h; 100% = twice the neutral-well signal. reporter increase, % at 12.5 µM. actives 2% (n = 350,000); in the data active means activation above about 40%;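 further: 0% = median of the plate's neutral control wells and 100% = double that signal; a rise in the Bmi1 reporter signal indicates esBAF inhibition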
miR122 inh – blocks miR-122 activity in Huh7 sensor cells; Huh7 miR-122 Renilla luciferase sensor, 48 h; neutral wells = 0, positive control = 100; activation (reporter increase), % at 12.5 µM; actives 0.3% (n = 340,000); AID 602342;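 active means mean replicate activation score at least 90 and every replicate individually at or above 90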;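 further: higher luciferase means less miR-122 activity so hits act as miR-122 inhibitors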
* = called active by the depositor; / = not tested or not shown; [ ] = dose if it differs, or a comment.

SMILES	Cneo AK release	SIRT5 inh	Statin myotox sup	ERp5 inh	ARNT-TACC3 inh	esBAF inh	miR122 inh
CCN(CC)c1nc(-c2ccccc2)nc2ccccc12	6	0	-22	-1	-23	-2	7
CCOC(=O)C1CCCN(C(=O)Cn2ncc3c([nH]c4ccccc43)c2=O)C1 (stereo not drawn)	-2	-1	2	2	-10	3	-6
CN1C(=O)/C(=C2\SC(=S)N(NC(=O)c3cccnc3)C2=O)c2ccccc21	-1	1	7	3	17	-1	1
O=C(Cn1nnc(-c2ccccc2)n1)N1CCN(S(=O)(=O)c2ccc(Cl)cc2)CC1	2	/	-16	/	0	-3	4
CN1c2ccc(-c3ccccc3)cc2[C@H]2[C@H](CCN2C(=O)c2ccncc2)[C@H]1CO	-7	3	9	1	10	-5	31[16.7 µM]
CCOc1ccc(N(CC(=O)N2CCC(Cc3ccccc3)CC2)S(C)(=O)=O)cc1	6	0	3	3	/	1	-1
C[C@@H]1CCCCO[C@@H](CN(C)Cc2ccncc2)[C@H](C)CN([C@@H](C)CO)C(=O)c2cc(NC(=O)CCCN(C)C)ccc2O1	-5	1	8	3	-7	2	-6[16.7 µM]
COc1ccc(N(Cc2cc3cc(OC)ccc3[nH]c2=O)S(C)(=O)=O)cc1	-2	/	23	/	3	-5	-1
CCCc1c(C)c2cccc(C)c2[nH]c1=O	-2	/	-2	/	-8	5	-1
CC1(c2cccc(Br)c2)NC(=O)NC1=O (stereo not drawn)	-1	-4	1	-4	-4	6	-2
CC(C)Nc1nc(Nc2ccc(C#N)cc2)c2sccc2n1	-2	/	-1	-9	/	-9	1
C[C@@H]1CN([C@H](C)CO)C(=O)c2cc(-c3cccc(F)c3)cnc2O[C@H]1CN(C)Cc1ccccc1	116*	6	-5	1	-3	0	-2[16.7 µM]
COc1ccc(NC(=O)N(C)C[C@@H]2Oc3c(NS(=O)(=O)c4ccc(OC)cc4)cccc3C(=O)N([C@@H](C)CO)C[C@@H]2C)cc1	4	1	-25	8	-11	-3	2[16.7 µM]
CO[C@@H]1CN(C)C(=O)c2ccc(NC(=O)Cc3ccccc3)cc2OC[C@@H](C)N(CCc2ccccc2)C[C@H]1C	0	11	48	2	11	2	8[16.7 µM]
CCCCCCc1nc2c(=O)[nH]c3ccccc3c2o1	/	/	/	/	-1	2	27
COc1ccc(S(=O)(=O)Nc2ccc3c(c2)CC(=O)N([C@@H](C)CO)C[C@H](C)[C@H](CN(C)Cc2ccncc2)O3)cc1	2	-1	5	4	-12	-3	5[16.7 µM]
CS(=O)(=O)Nc1nnc(SCC(=O)N(c2ccccc2)c2ccccc2)s1	0	-1	/	0	0	/	1
CCN(Cc1ccccc1)C(=O)Cn1c(=O)oc2ccccc21	3	/	-4	1	-3	2	0
CN(Cc1cccnc1)C(=O)Cc1ccc(NS(=O)(=O)c2cccc(C(F)(F)F)c2)cc1	6	2	6	-2	0	-15	2
CCCSc1nc2c(cnn2-c2ccc(C)c(C)c2)c(=O)[nH]1	-1	-2	-17	2	-4	-6	0
Cc1oc2ccc(OCc3ccccc3Cl)cc2c1C(=O)O	3	-4	4	-3	-7	3	/
COc1ccc(/C=C/C(=O)Oc2ccc(/C=N/NC(=O)c3ccccc3)cc2)cc1OC	8	/	-2	/	-7	47*	1
CC1(C)CC(=O)C=C(c2ccc(Oc3ccccc3)cc2)C1=O	5	-11	-9	5	/	29	-5
COc1ccc([C@@H]2COc3c(ccc4c3C=CC(C)(C)O4)C2)c(OC)c1	0	1	2	0	-4	6	2
CC(CCc1ccccc1)NC(=O)c1ccc(F)cc1 (stereo not drawn)	3	0	6	3	-10	1	0
CCNCCC(=O)N1c2ccccc2Sc2ccc(C(F)(F)F)cc21	-4	-2	4	6	-1	-3	-10
C/C(=N\NC(=O)CNC(=O)c1ccc(F)cc1)c1ccco1	6	-3	-5	3	-5	-1	-2
CN1CCN(C(=O)C[C@@H]2C[C@@H]3c4cc(NC(=O)CC5CC5)ccc4O[C@@H]3[C@@H](CO)O2)CC1	0	/	-2	-6	-30	0	2[16.7 µM]
CCCCN(C(=O)Nc1ccccc1)C1CCS(=O)(=O)C1 (stereo not drawn)	-1	-24	-1	-3	/	5	/
CC(=O)Nc1nc(-c2ccc(Br)s2)cs1	2	/	-6	/	-10	-14	-3
COc1ccc(S(=O)(=O)N2CCC(C(=O)NCC3CCCO3)CC2)cc1C (stereo not drawn)	3	/	5	/	2	-1	-1
COC(=O)C1=C(CS(=O)(=O)c2ccc(Cl)cc2)NC(=O)NC1c1ccc(O)c(OC)c1 (stereo not drawn)	0	-1	-7	-5	-1	0	-3
CC1CCN(CC(O)COC2CC(C)CCC2C(C)C)CC1 (stereo not drawn)	/	-5	/	-4	-5	/	/
CCN(CC)S(=O)(=O)c1ccc2oc(C(=O)NC(C)C)c(C)c2c1	1	/	-1	/	0	1	13
CN1CCC(N(C)C(=O)c2ccc(Cl)c(S(=O)(=O)N3CCc4ccccc43)c2)CC1	-1	0	-14	-1	2	-4	3
N#Cc1cccc(NC(=O)NCCc2c[nH]c3ccccc23)c1	-3	-1	-9	8	1	5	-2

Some of the entries above in another layout:
Structure,Cneo AK release,SIRT5 inh,Statin myotox sup,ERp5 inh,ARNT-TACC3 inh,esBAF inh,miR122 inh
COc1ccc(S(=O)(=O)Nc2ccc3c(c2)CC(=O)N([C@@H](C)CO)C[C@H](C)[C@H](CN(C)Cc2ccncc2)O3)cc1,2,-1,5,4,-12,-3,5[16.7 µM]
CS(=O)(=O)Nc1nnc(SCC(=O)N(c2ccccc2)c2ccccc2)s1,0,-1,/,0,0,/,1
CCN(Cc1ccccc1)C(=O)Cn1c(=O)oc2ccccc21,3,/,-4,1,-3,2,0
CN(Cc1cccnc1)C(=O)Cc1ccc(NS(=O)(=O)c2cccc(C(F)(F)F)c2)cc1,6,2,6,-2,0,-15,2
CCCSc1nc2c(cnn2-c2ccc(C)c(C)c2)c(=O)[nH]1,-1,-2,-17,2,-4,-6,0
Cc1oc2ccc(OCc3ccccc3Cl)cc2c1C(=O)O,3,-4,4,-3,-7,3,/
COc1ccc(/C=C/C(=O)Oc2ccc(/C=N/NC(=O)c3ccccc3)cc2)cc1OC,8,/,-2,/,-7,47*,1
CC1(C)CC(=O)C=C(c2ccc(Oc3ccccc3)cc2)C1=O,5,-11,-9,5,/,29,-5
COc1ccc([C@@H]2COc3c(ccc4c3C=CC(C)(C)O4)C2)c(OC)c1,0,1,2,0,-4,6,2
CC(CCc1ccccc1)NC(=O)c1ccc(F)cc1 (stereo not drawn),3,0,6,3,-10,1,0
CCNCCC(=O)N1c2ccccc2Sc2ccc(C(F)(F)F)cc21,-4,-2,4,6,-1,-3,-10
C/C(=N\NC(=O)CNC(=O)c1ccc(F)cc1)c1ccco1,6,-3,-5,3,-5,-1,-2
CN1CCN(C(=O)C[C@@H]2C[C@@H]3c4cc(NC(=O)CC5CC5)ccc4O[C@@H]3[C@@H](CO)O2)CC1,0,/,-2,-6,-30,0,2[16.7 µM]
CCCCN(C(=O)Nc1ccccc1)C1CCS(=O)(=O)C1 (stereo not drawn),-1,-24,-1,-3,/,5,/
CC(=O)Nc1nc(-c2ccc(Br)s2)cs1,2,/,-6,/,-10,-14,-3
COc1ccc(S(=O)(=O)N2CCC(C(=O)NCC3CCCO3)CC2)cc1C (stereo not drawn),3,/,5,/,2,-1,-1
COC(=O)C1=C(CS(=O)(=O)c2ccc(Cl)cc2)NC(=O)NC1c1ccc(O)c(OC)c1 (stereo not drawn),0,-1,-7,-5,-1,0,-3
CC1CCN(CC(O)COC2CC(C)CCC2C(C)C)CC1 (stereo not drawn),/,-5,/,-4,-5,/,/

Compounds as they come (roughly 4% active in at least one column).
